Screening data: PubChem BioAssay, National Center for Advancing Translational Sciences (NCATS)
TRPV1 ag – agonists of human vanilloid receptor 1 (TRPV1); Q8NER1; TRPV1-expressing cells, Fluo-8 calcium influx, agonist mode; activation, % at 8.33 µM; 320,000 compounds, 0.19% hits; in the data active = activation above about 80%; inconclusive = between about 30% and that limit; also: 0% is about no effect
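Cells expressing TRPV1 were dye-loaded with Fluo-8 and read kinetically: 10 s baseline, 3 min after compound (agonist portion), then 2 min after EC20 capsaicin (allosteric enhancer portion). Calcium-bound dye fluorescence at 480/520 nm.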
TSHR antag – human thyrotropin receptor antagonism | P16473 | TSHR-expressing cells, TSH-stimulated cAMP HTRF, 2 h; active compounds read low | 330,000 compounds, 0.2% hits | activity change, negative = inhibition, % at 11.5 µM | AID 504810;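 active = activity change below a set negative limit, meaning inhibition stronger than a set level, cut at about -70% in these data; inconclusive = activity change between two set negative limits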; also: % is scaled to controls: 0 for no effect and ±100 for the full control effect
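Read-out is FRET at 665 nm (cryptate excitation 337 nm) from a cryptate-tagged anti-cAMP antibody, competed by cell cAMP against cAMP-d2. Compounds are tested on freshly harvested TSHR cells challenged with 4nM TSH (EC80) for 2 hours at 37 deg C.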
USP2a block – inhibitors of human ubiquitin-specific protease USP2a. USP2 core, Ub-CHOP2 coupled fluorogenic reporter, 485/531. Potency, µM (doses to about 38.3 µM), without a hit: top-dose activity change, negative = inhibition, usual class: inhibitors. O75604. 330,000 compounds, 0.01% hits;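 also: potency is read from the fitted curve at half-maximal effect; plate controls were DMSO wells for no effect and full inhibition by NEM control for full effect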
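Cell-free coupled assay: 10nM USP2 core preincubated 30min RT with compound in Tris-HCl pH 8.0/CaCl2/CHAPS buffer, then 25nM Ub-CHOP2 and 25nM reporter substrate; fluorescence (Ex 485/Em 531) read after 60min RT, normalized to NEM inhibition, concentration-response curves fitted.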
Mito fusion yeast – mitochondrial division inhibition or fusion activation; S. cerevisiae fusion-defective mutant growth rescue, CellTiterGlo 48 h; Potency, µM (doses to about 46.1 µM), for the others: at the top dose growth rescue (activation), most hits filed as activators; 320,000 compounds, 0.23% hits; AID 485298;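 also: potency is read from the fitted curve at half-maximal effect; % of control where 0% means no effect; nearly all actives have a fitted effect of over 45% in size; temperature-sensitive fusion mutants such as fzo1-1 at 37 °C on non-fermentable ethanol glycerol medium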
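S. cerevisiae fusion-defective temperature-sensitive mutants (e.g. fzo1-1, mgm1-5) grown 48 h at 37C in YPEG (ethanol/glycerol non-fermentable) medium with 23 nl compound per well; growth rescue read as CellTiterGlo luminescence.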
Eya2 phos inh – inhibitors of human Eya2 phosphatase activity; 330,000 compounds, 0.006% hits; AID 488837; recombinant Eya2, OMFP fluorescence dephosphorylation (OMFP is methylfluorescein phosphate); Potency, µM (doses to about 76.9 µM), inactives show at the highest dose activity, negative = inhibition, most hits filed as inhibitors; also: potency is read from the fitted curve at half-maximal effect; % is scaled to controls: 0 for no effect and ±100 for the full control effect
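Eya2 protein (added as 0.2 uM solution) was preincubated with compound for 10 min at ambient temperature in 50 mM HEPES pH 7.5, 50 mM NaCl, 5 uM MgCl2, 0.05% BSA, 1 mM DTT. OMFP (added at 50 uM) then reacted 10 min; fluorescence read at 485/525 nm.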
TCR activator – activators of T cell receptors; primary human leukocytes, anti-CD3, IL-2 HTRF, 48 h; Potency, µM (highest dose often 9.22 µM), without a hit: at the highest dose activation of IL-2 secretion, most hits filed as activators; 330,000 tested, under 10 active; AID 504894; also: % of control where 0% means no effect
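IL-2 produced over 48 hr by a-CD3 bead-stimulated primary human leukocytes exposed to compounds was detected with a homogeneous time-resolved FRET immunoassay, 665nm acceptor signal after 320nm excitation.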
ELG1 DNA repair – ELG1-dependent DNA repair inhibition; HEK293T ELG1-luciferase reporter, luminescence, 16 h; DNA damage induced by 5-fluorouridine; 330,000 compounds, 2.3% hits; Potency, µM (top dose mostly 46.1 µM), for inactives: top-dose activity change, negative = inhibition, hits mostly inhibitors; also: potency is read from the fitted curve at half-maximal effect; % is scaled to controls: 0 for no effect and ±100 for the full control effect; nearly all actives have a fitted effect of over 55% in size
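Quantitative HTS, concentration-response format. 2,000 cells/well co-treated with 5-fluorouridine and compound, 16 hr in 5% CO2 at 37 °C; ONE-Glo luminescence read after 30 min.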
hERG WT inh – blocks the wildtype human KCNH2 potassium channel. U2OS, BacMam KCNH2, thallium flux FluxOr; active compounds read low. activity change, % at 1.84 µM. 340,000 compounds, 0.37% hits. AID 720551;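 active = maximum activity change below -70%; inconclusive = maximum activity change between -70% and -50%; inactive = maximum activity change above -50%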; also: % is scaled to controls: 0 for no effect and ±100 for the full control effect
Target sequence (Q12809 whole entry, looked up): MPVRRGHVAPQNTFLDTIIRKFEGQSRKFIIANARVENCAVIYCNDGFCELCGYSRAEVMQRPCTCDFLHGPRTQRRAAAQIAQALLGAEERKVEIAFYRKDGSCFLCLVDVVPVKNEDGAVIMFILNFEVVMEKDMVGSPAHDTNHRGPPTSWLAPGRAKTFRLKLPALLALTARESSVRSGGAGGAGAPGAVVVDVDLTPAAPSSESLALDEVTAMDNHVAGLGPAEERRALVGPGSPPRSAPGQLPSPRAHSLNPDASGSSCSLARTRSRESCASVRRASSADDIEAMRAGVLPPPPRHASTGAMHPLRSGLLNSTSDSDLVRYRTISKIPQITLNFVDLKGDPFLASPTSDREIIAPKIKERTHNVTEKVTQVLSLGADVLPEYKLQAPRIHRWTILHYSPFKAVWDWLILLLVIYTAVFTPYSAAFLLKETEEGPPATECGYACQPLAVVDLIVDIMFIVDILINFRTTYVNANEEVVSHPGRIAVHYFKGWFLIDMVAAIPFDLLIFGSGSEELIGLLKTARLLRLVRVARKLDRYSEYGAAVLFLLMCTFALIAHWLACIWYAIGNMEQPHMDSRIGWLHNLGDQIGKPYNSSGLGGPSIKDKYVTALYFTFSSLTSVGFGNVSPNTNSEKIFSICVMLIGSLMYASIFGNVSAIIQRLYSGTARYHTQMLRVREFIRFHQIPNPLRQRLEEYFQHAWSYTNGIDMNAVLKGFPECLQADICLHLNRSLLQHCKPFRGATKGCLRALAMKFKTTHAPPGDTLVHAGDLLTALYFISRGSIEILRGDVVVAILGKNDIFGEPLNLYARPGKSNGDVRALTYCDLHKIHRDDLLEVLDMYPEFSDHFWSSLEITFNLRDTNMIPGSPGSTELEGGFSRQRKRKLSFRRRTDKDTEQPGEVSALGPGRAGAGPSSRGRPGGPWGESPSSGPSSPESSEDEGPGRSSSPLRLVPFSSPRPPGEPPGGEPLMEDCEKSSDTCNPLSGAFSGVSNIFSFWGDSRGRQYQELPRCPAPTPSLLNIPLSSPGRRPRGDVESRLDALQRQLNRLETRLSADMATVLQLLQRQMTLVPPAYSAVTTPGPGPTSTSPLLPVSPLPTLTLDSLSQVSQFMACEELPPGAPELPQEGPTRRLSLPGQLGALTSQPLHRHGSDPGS
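U2OS cells transduced with wild-type KCNH2 virus are loaded with FluxOr dye for 45 min, and thallium flux is measured in kinetic reads before and after stimulation buffer. Rate constants are normalized to DMSO controls.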
A-T KAP1 phos – potential ataxia-telangiectasia treatment; 320,000 compounds, 0.19% hits; Potency, µM (highest dose often 57.5 µM), for inactives: at the top dose activation, hits mostly activators; […] A-T fibroblasts, KAP-1 phosphorylation AlphaLISA; neocarzinostatin DNA damage 30 min before lysis; also: potency is read from the fitted curve at half-maximal effect; % of control where 0% means no effect; nearly all actives have a fitted effect of over 45% in size
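hTERT-immortalized A-T patient fibroblasts ([…]), 500 cells/well in OPTI-MEM, 1% FBS, got compounds for 60 min, then NCS for 30 min at 37C. Lysates were then assayed for phospho-KAP-1 by AlphaLISA (anti-pKAP1 donor, anti-KAP1 acceptor beads), 6 hr at 25C.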
KCNH2 3.1 inh – blocks the human KCNH2 3.1 channel isoform | U2OS KCNH2 3.1, thallium flux FluxOr; active compounds read low | activity change, % (tested at about 1.8 µM) | 340,000 compounds, 0.95% hits;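 active = maximum activity change below -70%; inconclusive = maximum activity change from -70% to -50%; inactive = maximum activity change above -50%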;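 also: thallium influx rate constant from kinetic fluorescence after stimulation buffer; % is scaled to controls: 0 for no effect and ±100 for the full control effect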
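Thallium flux read-out: FluxOr dye with Red40 quencher in HBSS/HEPES, 45 min at RT. Rate constants from kinetic reads were normalized to positive and negative DMSO controls. Cells: U2OS virally expressing the 3.1 isoform.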
* hit, by the source's call; i = inactive; ? = inconclusive; . = no result given; [ ] = another dose, or the depositor's remark. Unless noted, calls follow the shape of the dose curve; as a rule, active = well fitted curve in the direction sought with a large enough effect; inconclusive = small, poorly fitted or top-dose-only effect, or another doubt; inactive = no such curve, though single readings can be large; an effect the other way counts as inactive or inconclusive. Some of the compounds tested; the hit share may differ from the screen's.

Order of values – TRPV1 ag, TSHR antag, USP2a block, Mito fusion yeast, Eya2 phos inh, TCR activator, ELG1 DNA repair, hERG WT inh, A-T KAP1 phos, KCNH2 3.1 inh
CC1(C)CC(=O)C2=C(C1)NC1=C(C(=O)c3ccccc31)C2c1ccccc1 (stereo not drawn)
  17, -14, -1%, 5%, 0%, 3%, 26µM*, -5, 0%, 4
CCN(CC)S(=O)(=O)c1cc(C(=O)Oc2cccc(-c3cnc4ccccc4n3)c2)ccc1OC
  -1, -9, 2%, -5%, -1%, 9%[46.1 µM], ?, 22, -1%, -5
COc1ccc(-c2[nH]ncc2/C=C(/C#N)C(=O)NC2CCCCC2)cc1
  ?, -9, ?, 16%, -19%, -1%, ?, 8, ., -8
CC1(C(=O)O)CCC(C(=O)Nc2ccc(OC(F)(F)Cl)cc2)C1(C)C (stereo not drawn)
  -4, -7, 0%, 2%, -23%, -3%, 1%, ., 8%, -1
COc1ccc2c(c1)c(C(C)=O)c(C)n2-c1ccc(C(C)=O)cc1
  5, -3, 2%, 2%, 1%, 5%, ?, 0, 5%, 15
CCCCNc1c(NC(C)=O)c(=O)oc2ccccc12
  -2, 2, 3%, -1%, -3%, 0%[46.1 µM], ?, 2, 10%, 11
O=C(N=c1ccn(-c2nc3ccccc3nc2NS(=O)(=O)c2ccccc2)cc1)c1cccs1
  6, -4, ?, -6%, 6%, -2%[46.1 µM], 4%, 4, 5%, 17
COc1ccccc1CNC(=O)CS(=O)Cc1nc(-c2ccc(OC)c(OC)c2)oc1C (stereo not drawn)
  1, 1, 2%, -4%, -1%, 1%, 4%, -8, 1%, -9
O=C(c1cc(S(=O)(=O)N2CCOCC2)ccc1F)N(Cc1nnc(-c2ccccc2Cl)o1)C1CC1
  4, -7, 1%, 1%, -10%, 1%, ?, 2, 2%, 8
O=C(Nc1cccc(S(=O)(=O)N2CCOCC2)c1)c1cccc(S(=O)(=O)N2CCCCC2)c1
  16, -13, 3%, 5%, 11%, 0%, -18%, 9, 0%, -5
O=C(Oc1cccc(Oc2ccccc2)c1)N1CCOCC1
  2, 6, 1%, -9%, -1%, -8%, 16%, 3, -1%, -1
COc1cc(C(=O)NCc2cccc3ccccc23)cc(Cl)c1OC
  1, 8, 5%, 0%, 1%, 2%, ?, 3, 1%, -8
Fc1ccc(NC(=S)NCCN2CCOCC2)c(F)c1F
  5, 12, -1%, -5%, -7%, 3%, 13%, -3, -1%, 10
CN1CCN(C(=O)c2cc(Cl)ccc2NC(=O)c2ccc(Cl)cc2Cl)CC1
  1, 1, 2%, 1%, -6%, 2%, 1%, 3, 5%, -1
CNC(=O)CSc1nnc(C2CC2)n1-c1ccccc1
  2, 5, 0%, 0%, -10%, ., 10%, -2, -5%, 7
CCn1c(=O)n(CC(=O)NCc2ccccc2OC)c(=O)c2ccccc21
  -18, 3, -1%, -2%, -15%, 3%, -1%, 28, -1%, -17
[N-]=[N+]=NC[C@H](c1ccccc1)N1CCN(Cc2ccccc2)CCC1=O
  1, -7, -8%, 0%, -1%, 6%, 6%, 12, 1%, -4
CC(C)CC(CC(C)C)=NNC(=O)c1ccc(CSc2nncn2C)cc1
  0, 17, 1%, -1%, 8%, -4%, 10%, 0, 3%, 18
O=C1CN(C(=O)CNCc2ccccc2Cl)c2ccccc2N1
  3, 6, 0%, -1%, 23%, 7%, 5%, 10, 4%, 14
O=C(CC(Nc1ccccc1)c1ccc(F)cc1)c1ccccc1 (stereo not drawn)
  -1, -35, -9%, -1%, 4%, 0%[46.1 µM], ?, 1, -4%, -7
CN(C)S(=O)(=O)Nc1ccccc1C(N)=O
  0, 8, 1%, -3%, 2%, 0%, -15%, 14, -1%, 8
COc1ccc(N(C(C)C(=O)NN=C2CCCCCCC2)S(C)(=O)=O)cc1 (stereo not drawn)
  4, 14, 4%, 7%, -4%, 1%, 1%, 3, 1%, 11
O=C(NCCC(=O)N1CCC2(CC1)NCCc1[nH]cnc12)c1cccc(Br)c1
  0, -12, 2%, -1%, -2%, 4%, 0%, -3, -5%, 11
Fc1cc(F)cc(-c2c(-c3ccccc3)ncc3ccc(F)cc23)c1
  2, 3, -1%, -11%, 10%, 9%, 23%, ., 12%, .
O=C(CSc1n[nH]c(=O)n1C1CC1)NCc1ccccc1
  -3, -9, 1%, 0%, -10%, -4%, 2%, 10, 15%, 6
CSc1ccccc1NC(=O)c1cnc2sc(C)cn2c1=O
  6, ., 1%, 2%, 12%, 5%, ?, -6, -3%, 8
COc1ccccc1-c1noc(CCC(=O)Nc2cccc(C(F)(F)F)c2)n1
  2, -12, 2%, 6%, -13%, 5%[46.1 µM], ?, -6, 5%, -10
CC(=O)NCc1ccc(S(=O)(=O)NC(C(=O)O)C(C)C)cc1 (stereo not drawn)
  2, -6, -1%, 5%, 6%, ., ?, -2, 2%, -5
Cc1cc(C)n2nc(SCC(=O)N/N=C/c3ccc(F)cc3)nc2n1
  1, 1, 1%, 0%, ?, -4%, 5%, 5, 3%, -10
CCn1c(SC(C)C(=O)OC)nnc1-c1c[nH]c2ccccc12 (stereo not drawn)
  -1, -16, 0%, 0%, -3%, -32%, -3%, 1, 6%, 3
COc1ccc2c(CC(=O)Nc3c(C)n(C)n(-c4ccccc4)c3=O)coc2c1
  -6, 19, -1%, -2%, -11%, 5%, 0%, 2, 6%, -4
Cc1c(/N=C/c2ccco2)n(Cc2ccccc2)c2ccccc12
  ., 2, -1%, -2%, -6%, -20%, -4%, 1, -2%, 2
C/C(=N\NC(=O)c1cccc(S(=O)(=O)N2CCOCC2)c1)c1ccc(O)cc1
  ?, -5, -1%, -2%, 9%, -1%, 3%, -23, 3%, 14
Cc1ccc(F)cc1NC(=O)CSc1n[nH]c(N)n1
  ., ., 1%, ., -15%, 3%, 19%, 8, 12%, -2
CS(=O)(=O)c1ccc(SCC(=O)NC2CCS(=O)(=O)C2)c([N+](=O)[O-])c1 (stereo not drawn)
  2, 2, 4%, -9%, 10%, -6%, 1%, 14, -11%, -13
O=C(CCS(=O)(=O)c1ccccc1Cl)NC1CCCCCC1
  ., ., 8%, ., 12%, -5%, ?, 2, 5%, -7
O=C(CCC(=O)Nc1ccccc1)N/N=C/c1ccncc1
  10, -45, -10%, -7%, -7%, -1%, 3%, -6, ?, 24
O=C(O)CCC(=O)N1CCc2cc(S(=O)(=O)Nc3ccc4c(c3)OCCO4)ccc21
  -2, 0, 0%, -1%, 2%, 1%, 0%, -6, -6%, 4
CC1CCCN(C(=O)c2ccc3c(c2)OCCO3)C1 (stereo not drawn)
  2, -3, 1%, 0%, 15%, 8%, ?, -7, -3%, -7
Cc1cc(Br)ccc1NC(=O)CN1C(=O)CCC1=O
  0, 7, 7%, -1%, -5%, -18%, -3%, 2, -5%, 1
CC(=O)c1ccc(S(=O)(=O)NCC2(N3CCOCC3)CCCCC2)cc1
  4, -2, -2%, -2%, -7%, 4%, 11%, -4, -3%, 7
Cc1ccc(OCC(O)CN2CCN(CCO)CC2)c(C)c1 (stereo not drawn)
  5, -8, 5%, 0%, -1%, 3%, -3%, 7, 3%, -16
O=c1[nH]c(=S)c2ncn(-c3ccccc3)c2[nH]1
  -1, 3, 3%, 3%, 13%, 4%, -4%, -6, 5%, 3
CCC(=O)/C=C1/Sc2ccccc2N1CC
  4, 5, 0%, 17%, -4%, -1%[46.1 µM], -2%, -8, 0%, 5
COc1ccc(-c2nnc(NC(=O)Cc3ccccc3)o2)cc1
  10, 8, 4%, -19%, -1%, -12%, 8%, 1, 11%, 39
CC1=C(C(=O)Nc2ccccn2)C(c2ccc3c(c2)OCO3)C2=C(CC(C)(C)CC2=O)N1 (stereo not drawn)
  1, 1, -1%, 3%, -6%, -1%, ?, 22, 8%, 4
Cc1ccccc1CN1CCCOCCS1(=O)=O
  -5, 9, 1%, 2%, 1%, -5%, -2%, -7, -6%, 20
O=C(CCCc1ccccc1)NCc1ccc2c(c1)OCO2
  ?, -19, -1%, 0%, 11%, ., 1%, 6, -23%, -10
COc1cccc(NC(=O)c2ccccc2Br)c1
  2, -12, 0%, 2%, 3%, ., ?, 4, ., 1
COc1ccc(-c2n[nH]c(=S)n2Cc2ccccc2)cc1OC
  -1, -5, -2%, -2%, -9%, 1%, 10%, 4, 6%, 3
CC(=O)N(C)c1cccc([N+](=O)[O-])c1
  -1, 3, 0%, 1%, 6%, 2%, 11%, i, 6%, 5
CCOc1c(Br)cc(C(N)=O)cc1OCc1ccccc1
  -3, -2, 3%, 11µM*, 1%, 1%[46.1 µM], -2%, i, ., 1
O=C(NCCC1=CCCCC1)C1CCN(C(=O)Nc2ccccc2)CC1
  1, 11, -1%, 0%, 14%, -1%, -1%, 3, -9%, -2
COc1cccc(C(=O)N(CN2CCCC2=O)c2ccccc2OC)c1
  2, -4, 1%, 2%, -3%, 0%, -4%, 5, 4%, 23
